Screens (PubChem BioAssay)
KB-3-1 tox – qHTS assay for MDR1-selective chemotherapeutics: Primary screen using the parental adenocarcinoma cell KB-3-1 | KB-3-1 viability, CellTiter-Glo ATP luminescence, 72 h | Potency, µM (highest dose often 46.1 µM), inactives show top-dose activity change, negative = cytotoxic, actives largely listed as cytotoxic | actives 1.4% (n = 400,000); note: % is set by controls: 0 for no effect and ±100 for the full control effect; nearly all actives have a fitted effect of over 60% in size
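Cytotoxicity measured as CellTiter-Glo luminescence after 72 h at 37 C. Compound titrations were pinned onto drug-naive KB-3-1 parental adenocarcinoma cells grown in DMEM with 10% FBS, and normalized data fitted to concentration-response curves.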
GLP1R ag – qHTS of GLP-1 Receptor Agonists. Glucagon-like peptide 1 receptor (Homo sapiens), P43220. HEK293 GLP-1R CRE-luciferase, luminescence, 4-6 h; cells express a hypersensitive GLP-1R form. Potency, µM (titrated, usually from 45.6 µM), for inactives: at the top dose activation, most hits filed as activators. actives 0.007% (n = 380,000). AID 624172, 2012; note: % of control where 0% means no effect
Target sequence (P43220 whole entry, looked up): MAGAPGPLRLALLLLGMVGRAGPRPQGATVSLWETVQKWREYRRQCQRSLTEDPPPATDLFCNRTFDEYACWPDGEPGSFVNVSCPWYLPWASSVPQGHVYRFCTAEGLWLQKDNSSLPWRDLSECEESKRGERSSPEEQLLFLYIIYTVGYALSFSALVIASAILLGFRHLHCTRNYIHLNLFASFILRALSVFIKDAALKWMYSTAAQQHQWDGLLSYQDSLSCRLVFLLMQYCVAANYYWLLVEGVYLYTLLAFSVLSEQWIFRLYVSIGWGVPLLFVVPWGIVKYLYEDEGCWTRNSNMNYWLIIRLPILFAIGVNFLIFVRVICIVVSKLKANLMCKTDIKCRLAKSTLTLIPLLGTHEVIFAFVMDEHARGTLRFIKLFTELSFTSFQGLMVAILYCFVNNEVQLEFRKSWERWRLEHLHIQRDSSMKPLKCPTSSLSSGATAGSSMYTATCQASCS
SW480 rereplic – A quantitative high throughput screen for small molecules that induce DNA re-replication in SW480 colon adenocarcinoma cells | Potency, µM (titrated, usually from 46.1 µM), inactives show at the top dose re-replication activation, usual class: activators | actives 1.8% (n = 340,000) | AID 624297, 2012 | SW480 DNA re-replication, Hoechst DNA content imaging, 48 h; note: % of control where 0% means no effect; nearly all actives have a fitted effect of over 55% in size
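SW480 cells exposed to compounds for 48 hr at 37 C, 5% CO2, then Hoechst-stained 40 min. Nuclear DNA content imaged by fluorescence scanning (405 nm excitation, 500-530 nm emission); re-replication scored as increased high-intensity nuclei.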
HEK293 tox – qHTS of GLP-1 Receptor Inverse Agonists: Cytotox Screen | AID 624418, 2012 | Potency, µM (titrated, usually from 38.3 µM), for the others: top-dose activity change, negative = inhibition, most hits filed as inhibitors | actives 0.13% (n = 410,000) | HEK293 cAMP-luciferase reporter cells, luminescence, 24 h;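 note: loss of luciferase light is scored as toxicity; % is set by controls: 0 for no effect and ±100 for the full control effect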
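1536-well qHTS counterscreen of the MLSMR; 200 cells/uL, 12 h pre-incubation, 23 nL cpd, 24 h at 37 deg C 5% CO2, luciferase detection reagent, 12 min RT, luminescence. Inhibition = undesired.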
HT1080NT lethal – qHTS for induction of synthetic lethality in tumor cells producing 2HG: qHTS for the HT-1080-NT fibrosarcoma cell line; HT-1080-NT fibrosarcoma viability, CellTiter-Glo ATP luminescence, 48 h; Potency, µM (doses to about 46.1 µM), for the others: top-dose activity, negative = less viability, actives largely listed as cytotoxic; actives 1.6% (n = 360,000); AID 686970, 2013;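 note: NT is the 2HG producing partner of a matched IDH1 knockdown line; 0% = DMSO-treated cells and -100% = media-only wells without cells; nearly all actives have a fitted effect of over 55% in size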
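HT-1080-NT; 750 cells/well; 5% FBS RPMI; 48 h compound, 37 degrees C; CellTiter-Glo luminescence; curve fitting and curve-class assignment.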
GLP-1R inv ag – qHTS of GLP-1 Receptor Inverse Agonists (Inhibition Mode). Glucagon-like peptide 1 receptor (Homo sapiens), P43220. HEK293 GLP-1R CRE-luciferase, luminescence, 24 h; GLP-1R form is constitutively active. Potency, µM (highest dose often 38.3 µM), inactives show at the highest dose activity change, negative = inhibition, actives largely listed as inhibitors. actives 1.6% (n = 410,000); note: % is set by controls: 0 for no effect and ±100 for the full control effect; nearly all actives have a fitted effect of over 55% in size
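Using stably transfected HEK293 (constitutively active GLP-1R, cAMP-luciferase reporter), compounds were incubated 24 hr and luciferase measured by luminescence.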
TDP-43 yeast inh – qHTS of TDP-43 Inhibitors; TDP-43 expressing yeast growth rescue, BacTiter-Glo, 24 h; Potency, µM (series often up to 46.1 µM), for the others: at the top dose growth rescue (activation), usual class: activators; actives 1.8% (n = 410,000); AID 652104, 2013; note: % of control where 0% means no effect; nearly all actives have a fitted effect of over 50% in size
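Readout is BacTiter-Glo luminescence of cell growth, so inhibitors register as activators. TDP-43-expressing yeast at OD600=0.02 in galactose medium, after raffinose pregrowth to mid-log, were incubated with compound for 24 hr at 30 deg C.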
KB-V1 cytotox – qHTS assay for MDR1-selective chemotherapeutics: Primary screen using the drug-selected MDR subline cells KB-V1; KB-V1 MDR cells viability, CellTiter-Glo, 72 h; Potency, µM (highest dose often 46.1 µM), without a hit: at the top dose activity change, negative = cytotoxicity, hits mostly cytotoxic; actives 3.4% (n = 400,000); AID 1347076, 2019; note: % is set by controls: 0 for no effect and ±100 for the full control effect; nearly all actives have a fitted effect of over 60% in size
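KB-V1 cells (P-gp-expressing MDR subline of KB-3-1) in phenol-red-free DMEM with 10% FBS were exposed to library compounds over a concentration series for 72 h at 37 degrees C. Viability read by CellTiter-Glo luminescence; concentration-effect curves fitted after normalization.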
HT1080 IDH1KD tx – qHTS for induction of synthetic lethality in tumor cells producing 2HG: qHTS for the HT-1080-IDH1KD cell line. HT-1080 IDH1 knockdown viability, ATP luminescence, 48 h. Potency, µM (titrated, usually from 46.1 µM), for the others: top-dose activity, negative = toxicity, actives largely listed as cytotoxic. actives 2% (n = 360,000);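 note: 0% = DMSO wells and -100% = cell-free medium wells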
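Assay cells: HT-1080 with IDH1 knockdown, 750 per well, RPMI/5% FBS. Exposure: 48 h at 37 °C following 2 h pre-incubation. Read: CellTiter-Glo luminescence; fitted concentration-response, curve class assigned.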
Starred values were filed as active, the others as inactive; ? = inconclusive; . = not tested or not shown; & = joins results of further samples; [ ] = another dose, or the depositor's remark. Calls come from the whole dose curve; as a rule, active = well fitted curve in the direction sought with a large enough effect; inconclusive = small, poorly fitted or top-dose-only effect, or another doubt; inactive = no such curve, though single readings can be large; an effect the other way counts as inactive or inconclusive. Potency is the fitted concentration of half-maximal effect.

canonical_smiles,TDP-43 yeast inh,GLP-1R inv ag,KB-V1 cytotox,GLP1R ag,HEK293 tox,HT1080 IDH1KD tx,HT1080NT lethal,SW480 rereplic,KB-3-1 tox
Cc1ccc(C)c(Cn2nnc3c(=O)[nH]c(C4CCCN(C(=O)C5CCCCC5)C4)nc32)c1 (centres undefined),13%,?,?,0%,-27%,0%,-12%,23%,11%
O=S(=O)(/C=C/c1ccccc1)NC1CCCCCCC1,?,?,0%,14%,0%,3%,0%,-2%,-1%
O=C(NC1CCCC1)C1CCN(S(=O)(=O)N2CCCCC2)CC1,-1%,10%,-8%,-4%,2%,1%,4%,-3%,8%
CN1CCN(C(=O)Nc2cccc(Cl)c2)c2cccnc21,24%,8%,-3%,.,-3%,.,.,.,-4%
CC(C)(C)c1ccc(C(=O)NCC(=O)OCC(=O)NC(=O)NC2CCCC2)cc1,-14%,12%,-15%,-20%,-16%,6%,2%,-7%,1%
CC1=C/C(=N\NC(=S)Nc2cccnc2)CC(C)(C)C1,14%,4µM*,?,9%,1µM*,-12%,-19%,?,-27%
Cc1noc(C)c1C(=O)OCC(=O)N1CCN(S(=O)(=O)c2ccc3ccccc3c2)CC1,-5%,-16%,0%,0%,0%,15%,16%,6%,-17%
Fc1ccccc1NC(=S)NNc1ncc(C(F)(F)F)cc1Cl,27%,-25%,?,-3%,?,?,?,9%,-18%
CC(C)Sc1ncc(Cl)c(C(=O)Nc2ccc(S(=O)(=O)N3CCCCC3)cc2)n1,5%,0%,2%,.,1%,.,.,.,6%
CCOCN(C(=O)Cn1c(COC)nc2ccccc21)c1c(C)cccc1CC,?,?,0%&-13%,7%,3%&-25%,-1%,1%,-12%,0%&-12%
C#CCOCCOCCOCCNc1nc(N2CCN(C(=O)[C@H](CCC(=O)O)n3cc(C(N)CO)nn3)CC2)nc(N2CCN(C(=O)[C@H](CCC(=O)O)n3cc(C(N)[C@H](C)CC)nn3)CC2)n1 (some centres undefined),1%,19%,-13%,-5%,0%,9%,11%,-16%,26%
Cn1nnc(NC(=S)NC(=O)c2cccc3c(Br)cccc23)n1,15%,27%,17%,-4%,-3%,-4%,-13%,-7%,1%
O=C(O)c1cc2c(s1)-c1ccccc1OC2,32µM*,?,-3%,13%,1%,-1%,2%,3%,9%
NS(=O)(=O)c1cccc(NC(=O)Cn2cnc3ccccc3c2=O)c1,-10%,1%,2%,-1%,-4%,-1%,2%,-4%,1%
CCOC(=O)C1CCN(C(=O)Cn2c(=O)oc3cc(S(=O)(=O)N4CCC(C)CC4)ccc32)CC1,-1%,16%,4%,.,6%,.,.,.,9%
CCSc1nnc(-c2cccc(S(=O)(=O)N(C)C)c2)n1-c1cc(OC)ccc1OC,-13%,8%,0%,-1%,-7%,12%,9%,-7%,-8%
COCCCNc1nc2nonc2nc1N(C)CC1CCCN1C (centres undefined),-1%,11%,-11%,-1%,1%,-7%,-4%,-1%,-7%
Cn1nnnc1Sc1c(Cl)cccc1[N+](=O)[O-],4%,10%,1%,3%,8%,-15%,-1%,-2%,10%
CCOc1ccc(-c2cn(-c3cccc(SC)c3)c(=O)[nH]2)cc1,12%,0%,1%,-1%,-17%,-22%,-3%,?,-3%
CC(=O)N1c2ccc(S(=O)(=O)N3CCC(C(=O)Nc4cccc(Cl)c4C)CC3)cc2CC1C (centres undefined),6%,18%,-23%,.,-5%,.,.,.,?
Cc1ccc(S(=O)(=O)N2CCN(C(=O)c3cc(S(=O)(=O)N4CCOCC4)ccc3F)CC2)cc1,14%,5%,3%,-5%,0%,2%,-4%[9.24 µM],4%,3%
COc1cc(CN2CCCC(C)C2)cc([N+](=O)[O-])c1O (centres undefined),-25%,10%,28%,1%,1%,-4%,-8%,-7%,1%
CC1CCN(c2nc(N(C)c3ccccc3)nc(N)c2[N+](=O)[O-])CC1,?,?,?,23%,?,-24%,-3%,-36%[inhibitor],-18%
COc1ccc(CCNC(=O)CCCn2c(=O)c3cccn3c3cccnc32)c(OC)c1,10%,36%[activator],-27%,-1%,-13%,4%,25%,-15%,5%
CCCC(C(=O)NC(C)(C)CC)N(CC1CCCO1)C(=O)CNS(=O)(=O)c1ccc(F)cc1 (centres undefined),18%,12%,-18%,4%,7%,12%,0%,-6%,-2%
COc1cc2c(cc1OC)CN(CC(=O)Nc1ccc(C)c(C)c1)CC2,-3%,-9%,?,5%,-2%,1%,0%,-13%,0%
CCCc1c(C(=O)N/N=C/C=C/c2ccccc2)nnn1-c1nonc1N,4%,2%,26%,-5%,4%,-11%,-8%,.,2%
O=C(c1nc2ncccn2n1)N1CCN(c2ccccc2)CC1,-20%,4%,0%,2%,0%,0%,8%,-3%,17%
Cc1ccc(Cl)cc1NC(=O)Cn1c(=O)cc(C)c2c(C)nn(C)c21,?,12%,2%,.,1%,.,.,.,-22%
O=C(Nc1cccc(OCC(=O)N2CCOCC2)c1)c1ccc(C(F)(F)F)cc1,3%,-28%,2%,10%,-10%,-12%,-10%,15%,-19%
CC(C)OCC(O)CN1CCN(CC(O)COc2ccc3c(c2)OCO3)CC1 (centres undefined),24%,3%,-9%,5%,8%,12%,17%,-6%,8%
Cc1ccc(OCc2nc(C#N)c(N3CCCCC3)o2)cc1,25%,?,-1%,26%,23%,4%,1%,-38%[inhibitor],-3%
COC(=O)CN1C(=S)N(Cc2ccccc2)C(=O)C1CC(=O)Nc1ccc(Br)cc1 (centres undefined),?,?,-1%,-15%,-23%,?,?,?,-19%
COC(=O)C1=NN(c2ccc(C)cc2)C2C(=O)N(c3ccccc3OC)C(=O)C12 (centres undefined),16%,1%,?,-2%,5%,11%,11%,-10%,1%
Cc1ccn2c(CNCCCn3cccn3)c(C(=O)N3CCCCCC3)nc2c1,7%,4%,-24%,7%,-9%,20%,-3%,1%,-4%
COc1ccccc1N1CCN(S(=O)(=O)CCNC(=O)COc2ccccc2)CC1,11%,-16%,-16%,-1%,0%,-1%,1%,.,3%
Cc1c(C)n(CC(O)CN2C(=O)c3ccccc3S2(=O)=O)c2ccccc12 (centres undefined),?,0%,1%,6%,-13%,-12%,-7%,-2%,-2%
CCC(=O)C1CCCN(C(=O)c2ccc(OC3CCN(C(=O)CCOC)CC3)cc2)C1 (centres undefined),1%,5%,-18%,-6%,-4%,3%,1%,-1%,0%
C/C(=N\Nc1ccc(C(F)(F)F)cn1)c1ccc(S(=O)(=O)NCc2ccco2)cc1,-16%,12%,1%,4%,13%,1%,-2%,0%,-2%
OC(c1cccc(F)c1)c1ncc(-c2ccc3ccccc3c2)[nH]1 (centres undefined),17%,-28%,-4%,-5%,-8%,-25%,?,.,0%

A portion from the list above:
canonical_smiles,TDP-43 yeast inh,GLP-1R inv ag,KB-V1 cytotox,GLP1R ag,HEK293 tox,HT1080 IDH1KD tx,HT1080NT lethal,SW480 rereplic,KB-3-1 tox
CCC(=O)C1CCCN(C(=O)c2ccc(OC3CCN(C(=O)CCOC)CC3)cc2)C1 (centres undefined),1%,5%,-18%,-6%,-4%,3%,1%,-1%,0%
C/C(=N\Nc1ccc(C(F)(F)F)cn1)c1ccc(S(=O)(=O)NCc2ccco2)cc1,-16%,12%,1%,4%,13%,1%,-2%,0%,-2%

Later entries
canonical_smiles,TDP-43 yeast inh,GLP-1R inv ag,KB-V1 cytotox,GLP1R ag,HEK293 tox,HT1080 IDH1KD tx,HT1080NT lethal,SW480 rereplic,KB-3-1 tox
Cc1ccc(N(CC(=O)Nc2c(C)cccc2C)S(C)(=O)=O)cc1,6%,-22%,0%,4%,1%,9%,7%,-3%[9.22 µM],5%
COc1ccc(N2CCN(c3oc(COc4ccccc4)nc3C#N)CC2)cc1,-2%,2.8µM*,-10%,4%,2%,0%,7%,-8%,-3%
COc1cc(NS(=O)(=O)c2ccc(NC(=O)/C=C/C(=O)O)cc2)nc(OC)n1,-5%,-6%,-9%,-3%,3%,13%,-1%,-8%,-4%
CC(C)=CC(=O)NCCc1ccccc1,-9%,0%,-21%,-4%,4%,4%,-9%,?,-15%
CN(C(=O)c1cc2n(n1)C(C(F)(F)F)CC(c1ccco1)N2)c1ccccc1 (centres undefined),-6%,-32%,-6%,-1%,4%,1%,8%,0%,-4%
NC(=O)c1c(N)sc2c1CCCCC2,5%,12%,1%,-4%,-10%,7%,8%,-3%[9.22 µM],8%
O=[N+]([O-])CC(c1ccccc1)c1c[nH]c2ccccc12 (centres undefined),?,?,?,7%,-13%,15µM*,?,169%,16µM*
CN1/C(=C\C(=O)COC(=O)c2ccccc2O)C(C)(C)c2ccccc21,-19%,?,-12%,13%,-2%,-14%,9%,?,-13%
COc1ccc(S(=O)(=O)c2nnn(-c3ccccc3Cl)c2N)cc1,7%,21%,?,1%,-4%,-5%,-3%,-4%,-37%
O=C(CN(Cc1cccs1)C(=O)CSc1nnc(COc2ccccc2)o1)NC1CCCC1,-6%,-1%,-25%,0%,7%,-3%,9%,?,13%
CCc1ccc(-c2cc3c(=O)n(CC(=O)NCCCN4CCN(Cc5ccccc5)CC4)nc(C)n3n2)cc1,-7%,?,?,-3%,-6%,-8%,-11%,?,?
Cc1ccc(C2(C)NC(=O)N(CC(=O)N(Cc3ccccc3)C(C)(C)C)C2=O)cc1 (centres undefined),-1%,?,-9%,12%,3%,-20%,-4%,-19%,5%
COc1ccccc1C(CNC(=O)C(C)(C)Oc1ccc(Cl)cc1)N1CCCC1 (centres undefined),15%,?,-4%,4%,-17%,0%,-9%,0%,-11%
